beta cell repl: MIN6 beta-cell proliferation induction. MIN6 cells proliferation, ATPlite luminescence, 48 h; cells starved in 0.2% serum; 100% = growth in 10% serum. proliferation, % at 10 µM. 330,000 tested, 0.29% active;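 active = compounds whose signal lies at least 3.5 SD above the mean of all wells on their plate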;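 also: 0% = DMSO-treated cells in low-serum medium and 100% = 10% serum control; some compounds called inactive have numbers as strong as hits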
NALP3 yeast inh: NALP3 inhibition in yeast | inhibition, % at 10 µM | 330,000 tested, 0.39% active | Yeast reconstituted NLRP3/ASC/caspase-1, beta-gal luminescence, 24 h;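 active = inhibition of 50% or more; inactive = inhibition below 50%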;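 also: plate controls were induced DMSO wells for no effect and uninduced yeast grown without galactose for full effect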
mIAP activ: increases mouse intestinal alkaline phosphatase activity. muIAP, CDP-Star luminescence, 30 min; stronger effect = higher value; 1 = vehicle-only enzyme signal, 0 = enzyme-free wells. 330,000 tested, 0.24% active. activation factor at 10 µM;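 active = activation factor of at least 2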; also: the source names both 10 and 20 µM as test concentration; values of inactives mirror those of a sister screen read the other way
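Assay system: mouse IAP enzyme / Compound: DMSO-dissolved test compounds / Timing: 30 min, room temperature / Measured by: luminescence from enzymatic CDP-Star hydrolysis / Control set: DMSO-only wells, enzyme-free buffer wells as negative control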
APOBEC3G inh: blocks human APOBEC3G single-stranded DNA deamination. inhibition, % at 20 µM. 330,000 tested, 0.28% active. Q9HC16. AID 493012. recombinant A3G, ssDNA deamination FAM/TAMRA fluorescence;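 active = inhibition of at least 40% at 20 µM, with no more than 30% in the related APOBEC3A deaminase screen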;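 also: plate controls were DMSO wells with A3G for no effect and wells lacking A3G enzyme for full effect; some compounds called inactive have numbers as strong as hits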
Target sequence (Q9HC16 whole entry, looked up): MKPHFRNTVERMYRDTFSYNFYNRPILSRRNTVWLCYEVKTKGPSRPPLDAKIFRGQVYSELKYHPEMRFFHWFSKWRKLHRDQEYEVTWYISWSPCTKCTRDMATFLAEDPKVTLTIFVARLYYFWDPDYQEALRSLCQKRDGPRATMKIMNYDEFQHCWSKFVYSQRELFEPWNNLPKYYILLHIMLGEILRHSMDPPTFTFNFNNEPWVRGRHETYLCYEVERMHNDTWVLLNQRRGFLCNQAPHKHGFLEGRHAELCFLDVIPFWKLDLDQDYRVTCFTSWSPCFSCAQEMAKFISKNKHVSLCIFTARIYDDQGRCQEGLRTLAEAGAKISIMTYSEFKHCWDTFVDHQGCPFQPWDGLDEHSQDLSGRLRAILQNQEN
APOBEC3A inh: blocks human APOBEC3A ssDNA deamination. recombinant A3A, FAM/TAMRA ssDNA deamination fluorescence. 330,000 tested, 0.41% active. inhibition, % at 20 µM. AID 493011;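 active = at least 40% inhibition at 20 µM here, with at most 30% in a related deaminase screen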;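 also: plate controls were A3A with DMSO for no effect and wells lacking A3A enzyme for full effect; some results filed as inactive read as strong as hits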
Target sequence (P31941 whole entry, looked up): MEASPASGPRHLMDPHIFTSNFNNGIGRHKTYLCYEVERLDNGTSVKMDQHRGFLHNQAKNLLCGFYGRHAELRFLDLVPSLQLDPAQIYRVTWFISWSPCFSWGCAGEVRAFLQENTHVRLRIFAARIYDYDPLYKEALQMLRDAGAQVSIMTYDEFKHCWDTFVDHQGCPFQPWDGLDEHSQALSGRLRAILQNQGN
hIAP act: increases human intestinal alkaline phosphatase activity; P09923; purified human IAP, CDP-Star luminescence, 30 min; stronger effect = higher value; 1 = vehicle-only enzyme, 0 = enzyme-free background; activation factor at 10 µM; 330,000 tested, 0.16% active; AID 2524;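 active = activation factor of the enzyme at least 2-fold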; also: the source names both 10 and 20 µM as test concentration; values of inactives mirror those of a sister screen read the other way
SENP1 FRET inh: inhibitors of human SENP1 SUMO protease catalytic domain. recombinant SENP1 catalytic domain, CyPet-SUMO1-YPet FRET cleavage. Q9P0U3. 360,000 tested, 0.21% active. AID 624204. inhibition, % at 10 µM;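 active = inhibition at least 30% at 10 µM, raw YFP signal under a set limit, fluorescence ratio 0.5 to 1.5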;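 also: 0% = enzyme with DMSO and 100% = no enzyme wells; some results filed as inactive read as strong as hits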
Target sequence (Q9P0U3 419-644 limits assumed): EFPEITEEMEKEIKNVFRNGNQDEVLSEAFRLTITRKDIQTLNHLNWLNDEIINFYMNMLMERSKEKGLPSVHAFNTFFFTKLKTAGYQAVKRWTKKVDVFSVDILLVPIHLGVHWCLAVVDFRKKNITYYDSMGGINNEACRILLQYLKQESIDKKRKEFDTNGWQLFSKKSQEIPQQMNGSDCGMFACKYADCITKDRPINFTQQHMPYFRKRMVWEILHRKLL
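Material: hSENP1 catalytic domain, recombinant; medium: Tris pH 8 with BME, BSA, NP40 and catalase; compound: single concentration of 10 µM compound, 0.5% DMSO final; technique: FRET read of cyan and yellow fluorescence; timing: 50 min enzyme reaction, room temperature, light-protected; reagent: SFCypet-SUMO1-SFYpet substrate at 25 nM; control set: no-enzyme low, enzyme-DMSO high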
hIAP block: human IAP inhibition; P09923; purified IAP, CDP-Star luminescence, 30 min; inhibition, % at 10 µM; 330,000 tested, 0.12% active;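 active = inhibition reaching a set limit with compound at 10 µM in the primary screen, cut at about 35% in these data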;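 also: plate controls were DMSO wells with enzyme for no effect and no-enzyme buffer wells for full effect; values of inactives mirror those of a sister screen read the other way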
mIAP inh: mouse IAP inhibition | inhibition, % at 10 µM | purified mouse IAP, CDP-Star luminescence, 30 min | 330,000 tested, 0.2% active | AID 2806;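 active = inhibition of at least 40% at 10 µM in the primary screen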;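 also: plate controls were DMSO with enzyme for no effect and no enzyme wells for full effect; values of inactives mirror those of a sister screen read the other way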
The depositor's hits bear a star. A portion of the library (hit frequency here may not be typical).

compound,beta cell repl,NALP3 yeast inh,mIAP activ,APOBEC3G inh,APOBEC3A inh,hIAP act,SENP1 FRET inh,hIAP block,mIAP inh
O=C(NC(=S)N1CCN(c2ccc(F)cc2)CC1)c1cccs1,-2.6,4.5,0.967,-7.0,-3.0,1.12,1.1,-11.9,3.3
Cc1cc(NC(=O)CSc2nnc3c4c(C)c(C)sc4ncn23)no1,-1.8,-6.1,0.897,-0.1,1.7,1.05,-4.5,-5.1,10.3
Cc1nn(Cc2ccc(Cl)cc2)c(C)c1NC(=O)C1CC=CCC1C(=O)O (configuration not stated),-2.4,1.8,0.977,-2.3,-0.9,0.991,2.3,1.0,2.3
Cc1ccc2[nH]c(C)c(CCNC(=O)NC3CCCCC3)c2c1,-5.2,9.2,1.08,0.5,-4.9,0.912,-40.8,8.8,-8.4
O=C(c1cc(-c2ccc(Br)cc2)on1)N1CCOCC1,-1.0,32.4,0.99,-13.1,-2.3,0.948,0.8,5.2,1.0
O=C(NCc1cccnc1)C1c2ccccc2C(=O)N1C1CCCCCCC1 (configuration not stated),1.3,3.7,0.958,-4.5,-0.9,0.834,-1.0,16.6,4.2
Cc1cc(C)nc(SCNC(=O)c2ccccc2)n1,-1.9,5.6,0.995,-7.4,-6.4,0.97,0.2,3.0,0.5
Cc1cc(C(=O)O)c(CSc2ncn[nH]2)o1,-2.2,0.9,0.966,-7.6,-1.7,1.08,-1.2,-8.5,3.4
COc1ccc(CN(CCCN2CCOCC2)C(=O)Nc2cccc(Cl)c2)cc1OC,1.5,-16.8,1.15,-0.3,-0.8,1.1,0.5,-10.2,-15.3
O=C(Nc1ccc(NC(=O)C23CC4CC(CC(C4)C2)C3)cn1)c1ccco1,0.4,7.7,1.01,-10.4,-5.5,1.18,0.7,-17.7,-0.8
COc1ccc(C(=O)N(Cc2ccco2)C(C(=O)NC2CCCC2)c2ccc(O)cc2)cc1OC (configuration not stated),2.1,15.3,0.975,1.9,2.5,1.02,-0.1,-2.3,2.5
O=CN1Cc2[nH]c3ccccc3c2N(c2ccc(Cl)cc2)C1=O,-2.8,-2.3,1,0.6,-1.6,1.06,31.5*,-5.9,0.0
O=c1[nH]cnc2c1oc1ccccc12,-2.6,15.2,1.01,-8.9,-2.9,1.06,2.4,-6.1,-0.6
Cc1noc(C)c1C(c1ccccc1)S(=O)(=O)c1ccccc1 (configuration not stated),2.5,-2.5,0.906,-8.4,-1.9,1.07,2.6,-7.0,9.4
COc1ccc(Cl)cc1NC(=O)CN(C)C(=O)c1cc2c(F)cccc2s1,-5.7,3.3,0.853,-5.0,-3.9,0.833,-0.9,16.7,14.7
CN(c1ccccc1)S(=O)(=O)c1ccc(Cl)c(C(=O)NCc2ccco2)c1,2.7,24.9,0.98,22.5,4.4,1.18,4.5,-18.2,2.0
CN(CCOCCOc1ccc(Cl)cc1Br)Cc1ccccc1,-5.2,36.1,0.951,-3.7,1.6,0.849,0.7,15.1,4.9
Cc1ccnc(NC(=O)c2ccccc2NC(=O)C(C)(C)C)c1,-0.1,11.3,0.926,-1.0,1.8,0.975,-0.6,2.5,7.4
COC(=O)c1ccc(NC(=O)CN2CCN(S(=O)(=O)c3cc(Cl)ccc3OC)CC2)cc1,-2.8,24.6,0.921,2.2,2.7,0.872,0.0,12.8,7.9
N/C(Cc1cccc2ccccc12)=N\OC(=O)COc1ccccc1,-2.3,25.4,0.938,-0.9,0.7,0.992,7.5,0.8,6.2
COc1ccc(NC(=O)N2CCCCCC2)cc1,-0.8,-3.6,1.1,-4.3,1.4,1.01,1.0,-1.4,-10.5
Cc1sc2nc(C3CC3)nc(N3CCN(S(=O)(=O)c4ccc(F)cc4)CC3)c2c1C,-3.5,13.8,0.974,0.6,1.6,0.865,-0.8,13.5,2.6
Cc1ccc(NS(=O)(=O)c2ccc3c(c2)NC(=O)CCS3)cc1F,1.1,7.1,1.01,3.9,2.5,0.92,2.7,8.0,-1.5
Cn1c(=O)c2c(nc(N3CCOCC3)n2C)n(C)c1=O,-0.9,15.9,1.14,2.8,4.8,0.879,3.2,12.1,-14.4
CCCn1c(OC)nc2c1c(=O)n(C)c(=O)n2C,-0.1,21.3,0.971,0.8,2.2,1.08,2.8,-8.4,2.9
CCOC(=O)c1sc(NC(=O)COC(=O)c2ccco2)nc1C,-0.8,5.3,0.968,0.0,-1.4,0.832,3.2,16.8,3.2
CCOc1ccc(NC(=O)NNC(=O)c2cccnc2)cc1,-1.6,7.5,1.08,3.8,0.3,0.871,0.2,12.9,-7.8
O=C(Cc1ccc([N+](=O)[O-])cc1)NC1CCCCCC1,-2.7,6.7,1.01,-5.8,-7.1,1.06,1.6,-5.6,-1.0
CCOC(=O)CC1C(=O)NCCN1S(=O)(=O)c1ccc(Br)cc1 (configuration not stated),0.5,0.0,0.934,-5.1,-4.3,0.843,1.8,15.7,6.6
O=P(C1=C(N2CCOCC2)/C(=C\c2ccccc2)CC1)(N1CCOCC1)N1CCOCC1,4.4,7.7,0.87,2.6,3.5,0.918,-0.9,8.2,13.0
Cc1onc(-c2c(Cl)cccc2Cl)c1-c1nnc(-c2ccc(Cl)cc2)o1,-6.3,36.2,0.818,-5.4,-3.3,0.938,-1.1,6.2,18.2
CSc1ncccc1C(=O)OCc1ccccc1F,-4.4,5.0,0.924,14.1,-10.8,0.891,2.4,10.9,7.6
Cc1[nH]nc(-c2ccc(O)cc2O)c1Oc1ccccc1,-1.8,-3.3,1.26,-5.7,-4.2,2.07*,0.4,-106.8,-25.9
Cc1cccc(NC(=O)Cn2cnc3c(oc4ccccc43)c2=O)c1C,-1.5,-18.6,0.981,-5.0,-2.2,1.02,1.5,-1.6,1.9
Brc1ccc(OCc2nc(-c3ccccn3)n[nH]2)cc1,-3.1,42.3,0.926,-7.3,-5.6,1.17,5.0,-16.5,7.4
COc1ccc(OC(C)C(=O)N2CCC(C)CC2)cc1 (configuration not stated),-2.8,20.4,1.03,-4.1,-3.0,0.818,0.6,18.2,-3.2
O=C(Cc1ccc(Cl)cc1)Nc1ccc(NC(=O)c2cccs2)cc1,0.4,-13.3,1.03,-8.5,-1.5,1,1.0,0.0,-3.5
CCC(C)n1c(-c2cccc(S(=O)(=O)N3CCOCC3)c2)n[nH]c1=S (configuration not stated),0.0,21.6,0.968,25.9,-4.4,0.908,1.9,9.2,3.2
CN(C)S(=O)(=O)N1CCC(Oc2ccc(C(=O)NCC(C)(C)CO)cc2)CC1,-2.6,18.9,1.08,-3.5,0.9,1.03,-2.0,-3.0,-7.6
COc1ccc(OC)c(-n2c(Cn3c(-c4ccccn4)nc4ccccc43)n[nH]c2=S)c1,-1.2,11.2,1.01,14.3,-0.2,0.936,0.2,6.4,-1.5
Cc1nc2ccccc2c(=O)n1/N=C/c1ccc(O)cc1O,-3.6,14.3,0.962,-3.9,-5.9,0.959,-14.3,4.1,3.8
Cc1ccc(CNc2c(C=O)c(=O)[nH]c3ccccc23)cc1,-1.9,22.2,0.989,-12.4,-3.6,1.17,0.5,-16.5,1.1
COc1ccc(C2NC(=O)NC(C)=C2C(=O)Nc2cc(C)ccc2C)cc1OC (configuration not stated),-2.3,10.3,1.13,-3.4,2.6,1.06,-0.3,-6.5,-13.0
CC(C)(C)NC(=O)C1CCN(S(=O)(=O)c2cccc3nsnc23)CC1,-0.8,4.8,1.01,-4.2,-2.5,0.84,1.3,16.0,-1.1
CC1=C(CC[C@@H](C)CO)OC2CC3C4CCC5CC(O)CCC5(C)C4CC(=O)C3(C)C12 (some centres not stated),1.1,18.9,1.01,-1.2,0.3,0.885,1.1,11.5,-0.7
CCCCC(=O)Nc1cccc(NC(=O)c2cccc([N+](=O)[O-])c2)c1,2.6,-1.5,0.927,-4.6,0.4,1.07,1.1,-6.8,7.3
O=C(O)c1ccc(C(=O)O)c(C(=O)c2ccccc2)c1,-0.1,3.4,1,-2.1,-0.9,0.887,-0.2,11.3,0.0
CCOC(=O)[C@H]1[C@H]2COc3cc(OC)ccc3[C@@H]2N2C(=O)c3cc(F)ccc3NC(=O)[C@@]12C,2.0,17.1,1.09,-7.3,-3.7,0.947,1.2,5.3,-8.8
CCCCNC(=O)c1cnc2n(c1=O)CCS2,-1.5,-15.9,0.999,-4.5,0.1,0.882,-1.1,11.8,0.1
COc1ccc(CCN(C)C(=O)c2cc(=O)c3ccccc3o2)cc1OC,0.0,0.0,0.971,-5.4,0.4,0.987,-2.0,1.3,2.9

Other structures follow.
compound,beta cell repl,NALP3 yeast inh,mIAP activ,APOBEC3G inh,APOBEC3A inh,hIAP act,SENP1 FRET inh,hIAP block,mIAP inh
CC(C)(C)c1cc(NC(=O)c2ccco2)n(-c2ccccc2)n1,-1.6,14.8,1.02,-1.3,2.7,1.02,1.7,-2.2,-1.6
O=C(c1cn[nH]c1)c1cc(F)ccc1O,0.9,13.7,0.927,-0.9,-0.4,1.06,-3.3,-5.7,7.3
Cc1cccc(C)c1OCc1cc(C(=O)NCc2cn(C)nc2C)no1,-0.9,7.2,0.968,-5.3,1.2,0.922,-1.1,7.8,3.2
COCCCNC(=O)c1c(N)n(-c2ccc3c(c2)OCO3)c2nc3ccccc3nc12,-2.1,11.7,1.05,-1.3,4.7,0.979,-53.4,2.1,-5.5
Nc1cccc(Oc2ccc([N+](=O)[O-])cc2)c1,-3.0,18.1,0.915,-18.0,-1.8,1.03,2.1,-3.3,8.5
Cc1cc(C(=O)CCC(=O)N2CCN(S(=O)(=O)c3ccccc3)CC2)c(C)s1,2.0,30.8,0.995,7.0,5.4,1.02,-1.3,-1.9,0.5
Cn1c(SCC(=O)Nc2cc([N+](=O)[O-])ccc2F)nnc1C(F)(F)F,4.0,5.2,0.953,-5.8,-2.4,1.1,3.6,-10.4,4.7
Cc1ccc(CCNC(=O)c2nn(C)c3c2CS(=O)(=O)c2ccccc2-3)cc1,5.6,6.1,0.989,-5.5,-2.4,0.97,2.3,3.0,1.1

In the list so far, these contain a tert-butyl group.
compound,beta cell repl,NALP3 yeast inh,mIAP activ,APOBEC3G inh,APOBEC3A inh,hIAP act,SENP1 FRET inh,hIAP block,mIAP inh
Cc1ccnc(NC(=O)c2ccccc2NC(=O)C(C)(C)C)c1,-0.1,11.3,0.926,-1.0,1.8,0.975,-0.6,2.5,7.4
CC(C)(C)NC(=O)C1CCN(S(=O)(=O)c2cccc3nsnc23)CC1,-0.8,4.8,1.01,-4.2,-2.5,0.84,1.3,16.0,-1.1
CC(C)(C)c1cc(NC(=O)c2ccco2)n(-c2ccccc2)n1,-1.6,14.8,1.02,-1.3,2.7,1.02,1.7,-2.2,-1.6

Screening data (PubChem)
